# NPR2 activator: GC-B (human) receptor activation. P20594. HEK293-GC-B cells, CNP EC30, cGMP TR-FRET; 0% at EC30 CNP, 100% saturating CNP. activation, % at 10 µM. hit rate 0.11% among 370,000. AID 1920062;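 active means activation at 10 µM reaching about 35% in either raw or pattern-adjusted values, limit read from the data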
# SIAE inh: blocks human sialic acid acetylesterase; SIAE FP-Rh probe binding, fluorescence polarization; Q9HAT2; inhibition, % at 9.66 µM; hit rate 0.69% among 370,000; AID 1053197;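 active means inhibition above a cutoff: mean of compounds within the control limits plus 3 SD of those, cut at about 17% in these data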;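 further: 0% = plate median of compound wells and 100% = probe without SIAE protein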
# MBD2 DNA inh: MBD2-methylated oligo binding inhibition; Q9UBB5; TR-FRET, MBD2 binding to methylated oligonucleotide; inhibition, % at 4.4 µM; hit rate 0.31% among 370,000; in the data active means inhibition above about 13%
# HTRA1 inh: inhibitors of human serine peptidase HTRA1. hit rate 0.5% among 340,000. Q92743. AID 504803. inhibition, % at 5.96 µM. recombinant HTRA1, FP-rhodamine activity-based probe, fluorescence polarization; in the data active means inhibition above about 36%;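 further: 0% = enzyme with DMSO and 100% = wells lacking enzyme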
# Target sequence (Q92743 whole entry, looked up): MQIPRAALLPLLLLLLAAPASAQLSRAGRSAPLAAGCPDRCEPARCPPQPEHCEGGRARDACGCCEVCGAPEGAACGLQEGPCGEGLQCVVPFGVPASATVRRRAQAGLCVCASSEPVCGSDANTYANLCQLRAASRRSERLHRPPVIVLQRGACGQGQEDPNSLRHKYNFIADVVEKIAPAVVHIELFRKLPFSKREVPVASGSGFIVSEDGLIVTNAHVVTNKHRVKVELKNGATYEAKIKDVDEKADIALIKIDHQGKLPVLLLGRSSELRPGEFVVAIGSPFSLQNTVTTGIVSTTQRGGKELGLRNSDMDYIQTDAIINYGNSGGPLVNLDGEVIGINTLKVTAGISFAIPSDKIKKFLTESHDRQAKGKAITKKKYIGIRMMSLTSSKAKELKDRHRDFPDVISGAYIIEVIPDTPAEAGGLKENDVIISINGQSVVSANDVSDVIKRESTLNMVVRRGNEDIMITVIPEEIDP
# TDP2 inh: TDP2 (human) inhibition, absorbance primary screen. AID 720702. inhibition, % at 12.8 µM. recombinant TDP2, T5PNP hydrolysis, p-nitrophenol absorbance 415 nm. O95551. hit rate 0.34% among 370,000;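 active means inhibition above the mean of all tested compounds plus 3 SD, set per campaign, cut at about 25% in these data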;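 further: 0% = DMSO with enzyme and 100% = buffer with substrate but no TDP2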
#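 System – recombinant human TDP2 · Amount – 120 nM TDP2 per well · Buffer or medium – Mg2+-containing Tris-HCl buffer, pH 7.5 · Reagent – T5PNP substrate, 5 mM · Dosing – 12.8 µM single point, 1% DMSO · Incubation – 2 h at 37 °C · Measured by – epi absorbance · Read-out basis – percent inhibition · Benchmarks – high control without enzyme, low control DMSO plus TDP2 · Repeats – singlicate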
# TCR-CD3 inh: blocks the human TCR-CD3 interaction; inhibition, % at 9.4 µM; TAMRA-labeled TCR probe fluorescence, biochemical; hit rate 0.37% among 360,000; in the data active means inhibition above about 19%;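 further: recombinant mutant TCR 2C K166C tagged with TAMRA read by polarization; 0% = receptor in buffer alone and 100% = receptor with positive control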
# rCAG binder: binds r(CAG) RNA repeats; r(CAG) RNA repeat, TO-PRO-1 dye displacement fluorescence; inhibition, % at 3 µM; hit rate 1.3% among 370,000;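 active means inhibition above the plate cutoff, the mean of all test compounds on that plate plus 3 SD, cut at about 35% in these data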;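 further: 0% = DMSO alone and 100% = 100 µM mitoxantrone as full dye displacement; higher means more dye released from RNA so lower well fluorescence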
# PRMT1 FP inh: blocks human protein arginine methyltransferase 1; Q99873; recombinant PRMT1, activity-based probe fluorescence polarization; inhibition, % at 2.79 µM; hit rate 1.3% among 370,000; AID 652257;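 active means inhibition above about 21% made by adding two undisclosed values, limit read from the data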
# LEDGF integ inh: blocks HIV-1 LEDGF/p75-dependent DNA integration; TR-FRET IN-LEDGF/p75 DNA integration, Eu/Cy5; inhibition, % at 3.7 µM; hit rate 0.64% among 370,000;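 active means inhibition above the screen-wide mean plus 3 SD, cut at about 13% in these data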;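 further: signal is the Cy5 over europium emission ratio at 671 and 618 nm; 0% = plate median of compound wells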
# ABHD4 inh: ABHD4 (mouse) inhibition, primary FP screen; Q8VD66; purified mABHD4, FP-Rh probe fluorescence polarization; inhibition, % at 8.92 µM; hit rate 0.54% among 370,000;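 active means inhibition exceeding the mean over every tested compound plus 3 SD, cut at about 30% in these data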;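 further: 0% = plate median of compound wells and 100% = S159A mutant with DMSO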
# Target sequence (Q8VD66 whole entry, looked up): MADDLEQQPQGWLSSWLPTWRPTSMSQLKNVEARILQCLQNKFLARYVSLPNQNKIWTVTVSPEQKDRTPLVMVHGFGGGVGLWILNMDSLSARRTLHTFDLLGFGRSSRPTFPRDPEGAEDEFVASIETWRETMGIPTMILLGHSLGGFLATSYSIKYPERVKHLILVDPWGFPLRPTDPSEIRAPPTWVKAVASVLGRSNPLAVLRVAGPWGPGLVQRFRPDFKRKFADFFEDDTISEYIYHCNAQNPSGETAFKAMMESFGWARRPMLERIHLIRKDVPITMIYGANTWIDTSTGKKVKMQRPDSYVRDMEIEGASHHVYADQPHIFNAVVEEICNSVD
#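 Test system: mABHD4 protein; Read-out basis: % inhibition; Incubation: 45 min + 60 min at 25 °C; Repeats: single replicate; Technique: fluorescence polarization with parallel and perpendicular emission, 525/598 nm; Compound: 8.92 µM, single dose; Benchmarks: full inhibition S159A mutant plus DMSO, zero as sample-well median.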
# The depositor's hits bear a star; . = not tested or not shown.
SMILES	NPR2 activator	SIAE inh	MBD2 DNA inh	HTRA1 inh	TDP2 inh	TCR-CD3 inh	rCAG binder	PRMT1 FP inh	LEDGF integ inh	ABHD4 inh
C/C(CC(=O)Nc1ccc(N(C)C)cc1)=N\NC(=O)c1ccccc1F	-4	1	-5	3	-10	-8	3	1	3	-1
O=C(O)CSc1nc2c(c(C(F)(F)F)n1)CCc1ccccc1-2	0	5	-1	2	1	-3	8	-2	1	-1
Cc1ccccc1NC(=O)c1cccc2nccnc12	-4	3	2	-2	3	2	3	0	2	-1
O=C(CN(Cc1cccs1)C(=O)CNS(=O)(=O)c1ccc(Cl)cc1)NCC1CCCO1 (centres undefined)	-1	3	-4	-7	4	10	-5	0	4	0
CCc1cccc(C)c1NC(=O)C1CCCN(S(C)(=O)=O)C1 (centres undefined)	0	-1	-1	6	4	-10	-3	3	0	6
CCOC(=O)C1=C(C)Nc2ccccc2N=C1NC(=O)c1cccc(S(=O)(=O)NCc2ccccc2)c1	-3	-8	-3	-12	4	5	5	1	-2	-3
CCCC(=O)OCC(=O)NCc1ccc(Cl)cc1	0	-6	-8	3	13	4	-2	2	-1	1
O=C(Cc1c[nH]c2ccccc12)Nc1ccc(Nc2cccnc2)c(-c2cc(F)cc(F)c2)c1	-7	15	4	.	0	5	13	0	-5	8
COCc1cc(C)nc(SCC(=O)Nc2ccccc2N2CCOCC2)c1C#N	6	6	2	0	-8	-4	-7	2	-6	0
COc1ccc(CC(=O)c2ccccc2C(=O)O)cc1	2	-4	1	0	-11	-3	2	-2	0	1
CC(OC(=O)c1ccco1)C(=O)Nc1ccc(C(F)(F)F)cc1 (centres undefined)	-3	-8	-1	-11	-21	-5	-1	-9	7	-12
CCN(CC)C(=O)c1[nH]cnc1C(=O)Nc1ccc(OC)cc1	-1	7	-1	-2	1	3	-4	0	0	2
Cc1n[nH]c(=O)n1-c1ccc(C(C)(C)C)cc1	0	-2	0	10	2	-3	-3	0	-1	0
O=C(O)CC(C(=O)Nc1ccc(Cl)cc1)N1CCCCCC1 (centres undefined)	6	2	-2	3	6	-2	1	-4	4	-3
CC(/C=N/NC(=O)c1cccnc1)=C\c1ccco1	-5	6	0	-1	-1	2	2	1	-1	0
COc1ccc(S(=O)(=O)N(CC(=O)NCC2CCCO2)c2ccc(Cl)cc2)cc1 (centres undefined)	-5	6	-6	-1	12	2	-1	3	-1	2
CCC(=O)N[C@H]1C[C@@H]2O[C@@H](CO)CC[C@@H]2O[C@@H]1CCc1ccc(-c2cccc(OC)c2)cc1	3	-4	7	.	-9	.	5	5	-6	-6
CCNc1ccccc1C(=O)O	0	0	2	3	-1	6	-1	-1	6	0
CC1CCCN(C(=O)c2cccc(S(=O)(=O)Nc3cc(C(F)(F)F)ccc3Cl)c2)C1 (centres undefined)	3	-3	2	-12	3	1	62*	2	-1	-1
O=C(C1=C(O)C(=O)N(CCN2CCOCC2)C1c1cccc(Br)c1)c1cc2ccccc2o1 (centres undefined)	-10	-1	-1	-2	-3	-7	30	5	1	1
COc1ccc(CN(C(=O)CN2C(=O)COc3ccccc32)C2CCCC2)c(OC)c1	-14	-8	-1	-14	-9	-9	-8	2	-4	-5
O=C1CCC2(CCC(c3ccccc3)CC2)N1CCO (centres undefined)	2	2	-1	.	4	.	0	-5	0	1
CCCCN1CC(=O)N2[C@H]3c4cc(OC)ccc4OC[C@@H]3[C@H](C(=O)OCC)[C@]2(C)C1=O	2	-1	4	1	1	2	-3	2	-4	10
Cc1ccc(S(=O)(=O)N2CCC(C(=O)NCCc3ccccn3)CC2)cc1	-2	1	-4	10	8	3	-4	-8	2	-1
CC1(C)c2ccccc2N2CC(=O)NC21/C=C/c1ccco1 (centres undefined)	-2	2	-10	-2	3	1	8	13	0	-18
C#CCOc1c(Br)cc(/C=C2/C(=O)ON=C2C)cc1OCC	4	15	2	-8	21	9	14	-2	1	2
O=C1N/C(=C/c2ccc(N3CCOCC3)cc2)C(=O)N1Cc1ccc(F)cc1	-2	1	-1	0	-2	-3	-2	-4	2	8
Cc1cc(N/C=C/C(=O)c2cccs2)ccc1F	-4	-14	3	-10	-9	4	5	5	-9	-7
N#Cc1nc(COc2ccccc2Cl)oc1NCc1ccco1	-4	-3	3	-16	-1	-1	3	0	0	-10
CCCc1ccc(-c2cc(NC(=O)CSc3n[nH]c(N)n3)n(-c3ccccc3)n2)cc1	-3	-16	4	-33	-2	3	17	0	2	-18

# Later entries.
# Letter code – A = NPR2 activator; B = SIAE inh; C = MBD2 DNA inh; D = HTRA1 inh; E = TDP2 inh; F = TCR-CD3 inh; G = rCAG binder; H = PRMT1 FP inh; I = LEDGF integ inh; J = ABHD4 inh
Cc1nnc(Nc2ccc(Cl)cc2)s1
  A: 2; B: 11; C: 0; D: -2; E: 2; F: 5; G: -1; H: -2; I: 5; J: -6

CC(=O)NC(C)(c1ccccc1)c1nc(-c2ccc(N(C)C)cc2)cs1 (centres undefined)
  A: -9; B: 6; C: 2; D: .; E: -5; F: -5; G: 8; H: -1; I: 0; J: 0

COc1ccccc1C1N(c2cc(Cl)ccc2OC)C(=O)C2CCCN21 (centres undefined)
  A: -12; B: -1; C: 4; D: 6; E: 5; F: -2; G: 2; H: -1; I: 0; J: -2

Cc1cc(F)ccc1S(=O)(=O)Nc1ccccc1C(=O)NC1CCN(Cc2ccccc2)CC1
  A: 2; B: -4; C: 3; D: -6; E: 2; F: -4; G: 12; H: -1; I: 0; J: -1

CCOC(=O)c1ccc(NC(=O)CN2C(=O)C(C)SC(C)C2=O)cc1 (centres undefined)
  A: -1; B: -2; C: 1; D: -8; E: -2; F: 6; G: 1; H: -3; I: -2; J: -6

CC(=O)Nc1ccccc1C(=O)C(=O)Nc1ccc(F)cc1
  A: 3; B: 1; C: 2; D: 3; E: -10; F: 6; G: 2; H: 0; I: 1; J: 4

O=C1CN2C(=Nc3ccc(Cl)cc3C2c2ccccc2)CN1 (centres undefined)
  A: -12; B: 3; C: 0; D: -23; E: -7; F: -1; G: 4; H: 0; I: -1; J: -1

CC1(C)CC2(CC(C)(C(=O)CSc3nc4ccccc4s3)OC2=O)C(=O)O1 (centres undefined)
  A: 2; B: -2; C: -4; D: -3; E: -14; F: -3; G: 9; H: 9; I: 5; J: -13

CCc1ccc(CN/C=C/C(=O)c2ccc(Br)cc2)cc1
  A: 4; B: -4; C: -1; D: -57; E: -9; F: 3; G: -1; H: -3; I: 4; J: -15

CC(=O)Nc1cc(-c2ccccc2N(C)C)cn2c(-c3ccc(S(C)(=O)=O)cc3)cnc12
  A: -8; B: 15; C: -3; D: .; E: 5; F: 31*; G: -9; H: 107*; I: -4; J: 17

O=c1c2ccccc2oc2nc(C3CCCCC3)n(Cc3ccco3)c(=O)c12
  A: -4; B: -1; C: -2; D: -1; E: -3; F: 2; G: 6; H: 2; I: 1; J: -7

CC(=O)Nc1cccc(Nc2cc(C)nn2C)c1
  A: -2; B: 6; C: 0; D: .; E: 4; F: -2; G: 1; H: 1; I: 0; J: 1

COc1cccc(/C=N/NC(=O)c2cc3c(OC)cccc3[nH]2)c1OC
  A: 2; B: 5; C: 3; D: -16; E: -10; F: -3; G: 2; H: 1; I: -2; J: 5

COCCNc1nc(NCc2cnc(C)cn2)c2sccc2n1
  A: 4; B: 8; C: 8; D: .; E: -13; F: -2; G: 0; H: 10; I: -2; J: -13

CCn1c(Oc2ccccc2C)nc2c1c(=O)n(C)c(=O)n2C
  A: -7; B: -5; C: 1; D: 4; E: -6; F: -1; G: -3; H: -2; I: 2; J: -6

# Laid out differently: ten of the compounds above
# Second line of a record – NPR2 activator | SIAE inh | MBD2 DNA inh | HTRA1 inh | TDP2 inh | TCR-CD3 inh | rCAG binder | PRMT1 FP inh | LEDGF integ inh | ABHD4 inh
COc1ccccc1C1N(c2cc(Cl)ccc2OC)C(=O)C2CCCN21 (centres undefined)
  -12 | -1 | 4 | 6 | 5 | -2 | 2 | -1 | 0 | -2
Cc1cc(F)ccc1S(=O)(=O)Nc1ccccc1C(=O)NC1CCN(Cc2ccccc2)CC1
  2 | -4 | 3 | -6 | 2 | -4 | 12 | -1 | 0 | -1
CCOC(=O)c1ccc(NC(=O)CN2C(=O)C(C)SC(C)C2=O)cc1 (centres undefined)
  -1 | -2 | 1 | -8 | -2 | 6 | 1 | -3 | -2 | -6
CC(=O)Nc1ccccc1C(=O)C(=O)Nc1ccc(F)cc1
  3 | 1 | 2 | 3 | -10 | 6 | 2 | 0 | 1 | 4
O=C1CN2C(=Nc3ccc(Cl)cc3C2c2ccccc2)CN1 (centres undefined)
  -12 | 3 | 0 | -23 | -7 | -1 | 4 | 0 | -1 | -1
CC1(C)CC2(CC(C)(C(=O)CSc3nc4ccccc4s3)OC2=O)C(=O)O1 (centres undefined)
  2 | -2 | -4 | -3 | -14 | -3 | 9 | 9 | 5 | -13
CCc1ccc(CN/C=C/C(=O)c2ccc(Br)cc2)cc1
  4 | -4 | -1 | -57 | -9 | 3 | -1 | -3 | 4 | -15
CC(=O)Nc1cc(-c2ccccc2N(C)C)cn2c(-c3ccc(S(C)(=O)=O)cc3)cnc12
  -8 | 15 | -3 | . | 5 | 31* | -9 | 107* | -4 | 17
O=c1c2ccccc2oc2nc(C3CCCCC3)n(Cc3ccco3)c(=O)c12
  -4 | -1 | -2 | -1 | -3 | 2 | 6 | 2 | 1 | -7
CC(=O)Nc1cccc(Nc2cc(C)nn2C)c1
  -2 | 6 | 0 | . | 4 | -2 | 1 | 1 | 0 | 1

# The results go on:
# Letter code – A = NPR2 activator; B = SIAE inh; C = MBD2 DNA inh; D = HTRA1 inh; E = TDP2 inh; F = TCR-CD3 inh; G = rCAG binder; H = PRMT1 FP inh; I = LEDGF integ inh; J = ABHD4 inh
O=C(CN1C(=O)C2C3C=CC(C3)C2C1=O)Nc1ccc(C(=O)O)cc1 (centres undefined)
  A: 3; B: 2; C: -3; D: 1; E: 5; F: 1; G: 3; H: 1; I: 0; J: -1

COCC1CCN(C(=O)c2cc(COc3ccc4c(c3)CCCC4)on2)C1 (centres undefined)
  A: 9; B: 6; C: 1; D: -8; E: -3; F: 6; G: -5; H: 0; I: 1; J: 0

N#C/C(=C\c1cc([N+](=O)[O-])c(N2CCCCC2)cc1N1CCCCC1)c1nn(-c2ccccc2)c(N)c1C#N
  A: 3; B: 1; C: 1; D: -1; E: 5; F: 4; G: 2; H: -1; I: 2; J: -4

NNC(=O)c1nc(-c2cccc(-n3cccc3)c2)no1
  A: -10; B: 1; C: 1; D: 22; E: -11; F: -4; G: 7; H: 4; I: 0; J: -5

O=C(COC(=O)c1cc(S(=O)(=O)N2CCOCC2)ccc1F)NC1CCCCC1
  A: 4; B: -8; C: 0; D: -3; E: 4; F: 4; G: -2; H: 0; I: 5; J: -2

N#Cc1ccc(CCc2ccccc2)[nH]c1=O
  A: -4; B: 0; C: 5; D: 6; E: 8; F: -1; G: -1; H: -2; I: -1; J: -3

Cc1cc(C)c(NC(=S)NCCCSC2CCCCC2)c(C)c1
  A: -1; B: -4; C: 2; D: -24; E: -9; F: 0; G: -6; H: 10; I: -7; J: -7

# These rows are one share of the data. The share of hits here may be higher or lower than overall.
